HIV peptide binding = cell-free HIV fusion peptide-binding blockers – biochemical, uHTS, fluorescence dequenching, primary screen (AID 1986) | cell-free peptide binding, fluorescence dequenching, 30 min; higher % means a stronger effect | inhibition, % at 20 µM; hits with a dose series show IC50 in µM | hit rate 0.3% among 290,000; in the data active = inhibition mostly above about 52%, no sharp cut-off; inactive = mostly below about 76%; note: some results filed as inactive read as strong as hits
Autophagy mod = modulators of autophagy | MEF GFP-LC3 puncta imaging; test concentration mostly 10 µM | calls only at 10 µM (by protocol) | hit rate 0.98% among 190,000;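 active = percentage of spot-positive cells more than 3 SD above its plate mean, without a fluorescence outlier flag or 80% toxicity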;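 note: spot-positive cell cutoff set from DMSO-treated cells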
Yfh1-depleted yeast = mitochondrial function rescue without frataxin homolog – Friedreich's ataxia, plus single-dose screen, dose response (AID 1465); hit rate 0.074% among 220,000; one-dose fold induction at 50 µM; EC50 in µM for titrated hits; S. cerevisiae Yfh1-off respiration, WST-1 reduction, 72 h; higher fold induction means a stronger effect;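 active = fold induction of absorbance versus untreated yeast above a set limit, then at least 30% activation at any dose in follow-up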;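 note: activators that raise dye reduction in frataxin-depleted yeast; strong numbers were not always called active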
WT yeast gro inh = growth inhibition of WT yeast, mitochondrial fusion screen. inhibition, % at 10 µM. mitochondrial fusion phenotypic screen, WT strain. hit rate 2.1% among 190,000. AID 1362; in the data active = inhibition above about 58%; tested in S. cerevisiae
Dynein transport = blocks dynein driven cargo transport along microtubules; z-score, hits read low; hit rate 0.47% among 220,000; AID 1381; 3617.4 mouse cells, GR-EGFP nuclear translocation imaging; test concentration mostly 20 µM; stimulated with dexamethasone, 1 µM; stronger effect = lower value;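 active = plate z-score of nuclear minus cytoplasmic receptor signal below a set negative limit, without overly bright fluorescence or cell loss, cut at about -3.5 in these data, passing the limit was not always enough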;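 note: z-score of nuclear minus cytoplasmic ring GR-EGFP intensity difference per well; some compounds called inactive have numbers as strong as hits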
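Buffer or medium – tet-free medium with charcoal-stripped serum · Signal – automated 10x imaging of fixed Hoechst-stained cells · Also added – dexamethasone agonist, 1.0 µM final, for 30 min · Incubation – induction 48 h, compound 1 h, agonist 30 min · Read-out – GR-EGFP nuclear translocation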
bCat nuc transl = modulators of beta-catenin nuclear translocation; HeLa beta-catenin nuclear translocation, immunofluorescence imaging; nuclear translocation activity, % at 5 µM; hit rate 0.3% among 190,000;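 active = nuclear translocation activity above 50% at 5 µM, with a well cell count of 50 or more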;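 note: per-cell ratio of nuclear to cytoplasmic median beta-catenin stain intensity; plate controls were DMSO negative control for no effect and GSK-3 inhibitor IX positive control for full effect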
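Test system: HeLa cells, endogenous beta-catenin; Compound: single 5 µM dose plus 0.02–20 µM confirmation series; Times: compound exposure 24 h at 37°C; Signal: fluorescence imaging of beta-catenin antibody stain plus DAPI; Read-out: % activation, nuclear-to-cytoplasmic median beta-catenin signal ratio per cell.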
Insulin prom up = MIN6 insulin promoter up-regulation; z-score at 5 µM; hit rate 0.3% among 190,000; MIN6 insulin promoter-GFP reporter, high-content imaging; stronger effect = higher value;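 active = z-score above 3 at 5 µM with at least 500 cells counted in the well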
AID2073 = inhibitors of Mint1-CaV2.2 protein interaction, biochemical, HTRF (AID 2073); HTRF protein-protein interaction, Mint1-CaV2.2; higher % means a stronger effect; inhibition, % at 20 µM, or IC50 in µM where a hit was titrated; hit rate 0.19% among 290,000; in the data active = inhibition mostly above about 51%, no sharp cut-off; note: some results filed as inactive read as strong as hits
MT stabilizer = stabilizes microtubules in HeLa cells; HeLa tubulin immunostaining HCS, 24 h; share of cells brighter than vehicle mean+2SD; % tubulin-high responders, % at 10 µM; hit rate 0.83% among 200,000;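 active = plate Z-score above 3 for both tubulin-high and condensed-nucleus cell shares, with cell loss under 80%, at 10 µM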;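 note: anti alpha tubulin signal scored within the nucleus-defined area of each cell; some results filed as inactive read as strong as hits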
WT yeast gro inh mutant strain = further read-out of WT yeast gro inh, marked with its call; inhibition, %; mitochondrial fusion phenotypic screen, mutant strain inhibition
Dynein transport cytoplasmic EGFP = also measured in Dynein transport; calls as there; z-score; measured here: cytoplasmic GR-EGFP intensity; stronger effect = higher value
Dynein transport nuclear GR-EGFP = recorded beside Dynein transport, whose call it bears; z-score; measured here: nuclear GR-EGFP intensity;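 lower value marks the stronger effect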
Dynein transport cell count = also measured in Dynein transport; calls as there; z-score; measured here: cell count per field
Insulin prom up cell count = recorded beside Insulin prom up, whose call it bears; cell count; measured here: cytotoxicity, nuclei count;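 total cells summed across four imaged fields per well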
bCat nuc transl cell count 5 µM = second read-out of bCat nuc transl, no call of its own (marks repeat the call); cell count; measured here: cell count, cytotoxicity flag
MT stabilizer Hoechst-high % = also measured in MT stabilizer; calls as there; % Hoechst-high responders; measured here: nuclear condensation Hoechst responders;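 share of cells brighter than vehicle mean plus two SD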
MT stabilizer cytotoxicity % = further read-out of MT stabilizer, marked with its call; toxicity, %; measured here: cytotoxicity by cell density;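 0% = mean cell density of plate MIN control wells and 100% = no cells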
Autophagy mod cell loss 18 h = recorded beside Autophagy mod, whose call it bears; toxicity, %; measured here: cell loss, nuclei count;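 cell loss after 18 h compound exposure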
* = called active by the depositor; i = inactive; nt = no result given. Compounds as they come (roughly 4.2% active in at least one column).

compound	HIV peptide binding	Autophagy mod	Autophagy mod cell loss 18 h	Yfh1-depleted yeast	WT yeast gro inh	WT yeast gro inh mutant strain	Dynein transport	Dynein transport cytoplasmic EGFP	Dynein transport nuclear GR-EGFP	Dynein transport cell count	bCat nuc transl	bCat nuc transl cell count 5 µM	Insulin prom up	Insulin prom up cell count	AID2073	MT stabilizer	MT stabilizer Hoechst-high %	MT stabilizer cytotoxicity %
COc1ccc2[nH]cc(CCNC(=O)c3ccc([N+](=O)[O-])cc3)c2c1	-1.8%	i	-1	i	-16	-8	-1.2	-0.32	-0.41	1.2	0.8	1607	nt	nt	1%	0.9	0.7	3.0
CCN(CC)S(=O)(=O)c1ccc(NS(=O)(=O)c2cccc(C)c2)cc1	0.0%	i	-6	i	-2	-2	-1	-0.23	-0.33	1.6	-1.7	1144	-0.41	1037	0%	1.9	1.8	7.3
O=C(COc1cccnc1[N+](=O)[O-])NCCc1ccc(Cl)cc1Cl	1.9%	i	-1	i	-22	-34	-0.5	-0.29	-0.23	0.058	-5.3	1012	0.13	1599	-1%	3.1	2.9	2.0
CCOc1ccccc1Nc1ncccc1C(=O)N1CCCC1	-0.3%	i	7	i	-4	-10	3	-0.075	0.79	-2.2	-1.4	1132	0	1534	0%	5.7	1.8	5.7
Cc1ccc(C(=O)OCC(=O)Nc2ccc(S(N)(=O)=O)cc2)c(O)c1	1.1%	nt	nt	i	nt	nt	-0.46	-0.29	-0.25	0.3	3.3	1237	-0.51	1111	13%	nt	nt	nt
Cc1ccccc1C(=O)NC(=S)Nc1ccc(N2CCOCC2)cc1	-0.8%	i	-2	i	6	1	-0.43	-0.2	-0.073	0.068	2.8	1035	-0.39	1133	3%	2.5	3.3	6.8
Cc1cccc(CN2CCN(c3ccccn3)CC2)c1	nt	i	-8	i	nt	nt	-0.15	-0.21	-0.74	0.5	nt	nt	nt	nt	nt	2.6	1.3	9.7
CCOC(=O)C1(Cc2ccccc2)CCCN(Cc2ccccn2)C1 (stereo not drawn)	1.3%	i	-14	i	-7	1	-0.6	-0.36	-0.16	1.2	-0.6	1022	-0.2	1703	7%	2.6	1.9	10
CSc1nncc(-c2ccccc2)n1	-1.0%	i	0	i	-7	-6	-0.51	-0.35	-0.44	0.56	0.6	1068	1.1	1182	4%	5.3	2.2	6.6
Cc1c(Br)cc(C(=O)O)c(C)c1C	1.7%	i	-3	i	-12	8	0.74	-0.24	0.28	-0.18	-2.5	1240	-1.1	1382	21%	4.0	1.9	10
CN(C)/C=C(\C=O)c1ccc(Cl)cc1Cl	-0.5%	i	6	i	0	16	0.66	-0.06	0.22	0.35	0.8	1504	1.5	1355	-3%	4.5	2.4	8.8
O=C1CCCN1CCC1CCN(C(=S)Nc2ccc(F)cc2)CC1	0.1%	i	-6	i	-6	7	1.3	-0.068	1.2	-1.9	nt	nt	0.37	903	-26%	1.8	0.8	2.1
Cc1ccc(C2OCC3(CO)COC(c4ccc(C)cc4)N23)cc1 (stereo not drawn)	0.2%	i	-8	i	1	1	-0.23	-0.067	-0.22	0.34	0.6	1021	0.15	1021	-18%	1.0	1.4	4.2
CC(=O)c1ccc(OC(=O)c2cc3ccccc3oc2=O)cc1	-0.1%	i	41	i	-2	0	1.1	-0.058	1.2	-1.9	-0.3	1529	0.16	1426	30%	3.3	1.1	5.2
Cc1ccc(N(Cc2cc3ccc(C)cc3[nH]c2=O)C(=O)c2ccco2)c(C)c1	-0.9%	nt	nt	i	nt	nt	0.13	-0.2	-0.017	0.52	0.0	1278	0.01	1076	10%	nt	nt	nt
CC(C)S(=O)(=O)CC(=O)c1ccc(Cl)cc1	-0.1%	i	2	i	-1	7	0.61	-0.31	0.58	0.26	1.2	1022	-0.18	1325	4%	2.8	1.6	5.0
Cc1ccc(-c2noc(C3CCCN(S(=O)(=O)c4ccc5ccccc5c4)C3)n2)o1 (stereo not drawn)	2.9%	i	-6	i	24	15	-0.81	0.61	-0.49	0.52	nt	nt	nt	nt	18%	1.1	2.6	20
CCNC(=O)CN1C(=O)NC2(CCCc3cc(OC)ccc32)C1=O (stereo not drawn)	2.0%	i	-7	i	-7	-15	-0.15	0.42	-0.056	0.43	-1.1	1163	1.1	916	1%	1.5	1.6	8.5
NC(=NC1CCCCC1)c1ccc(Cl)cc1	-0.6%	i	10	i	-13	3	-0.25	-0.25	0.36	0.38	0.6	1470	-0.52	1485	-4%	4.1	3.5	3.3
Cc1ccc(N(C)C(=O)N2CCN(S(=O)(=O)c3c(C)cc(C)cc3C)CC2)cc1	-0.1%	i	52	i	10	14	0.52	-0.26	0.49	-0.66	nt	nt	-0.03	857	-5%	3.1	1.2	6.5
COc1ccc(CCN2C(=O)C(Oc3ccccc3)C2c2ccc3c(c2)OCO3)cc1 (stereo not drawn)	20%	i	5	i	11	10	0.079	-0.14	0.12	0.35	0.0	1112	0.03	1626	4%	2.1	2.3	6.2
Cc1cc(C)c(C(=O)CSc2nnc(C)s2)c(C)c1	-0.5%	i	16	i	-18	-2	0.29	-0.27	0.45	-0.039	0.5	1507	1.4	1254	0%	3.0	3.3	9.1
Cc1nc(NC(N)=S)sc1C(=O)Nc1ccccc1	1.9%	i	4	i	-1	8	-0.52	-0.22	-0.86	-0.69	-1.2	1294	-0.32	1469	-3%	4.1	2.2	2.9
COc1ccc(C2=NOC(COC(=O)c3ccc4ccccc4n3)C2)cc1 (stereo not drawn)	0.0%	i	4	i	1	7	0.82	-0.23	0.46	-0.71	-0.4	993	-0.11	1345	14%	1.2	2.0	7.1
O=C(O)CCC(=O)Nc1cc(C(F)(F)F)cc(C(F)(F)F)c1	-1.2%	nt	nt	i	nt	nt	0.088	-0.21	0.021	0.11	-1.1	1055	-0.53	1472	8%	nt	nt	nt
COc1ccc(N2C(=O)/C(=C/c3ccc([N+](=O)[O-])cc3)N=C2C)cc1	-0.3%	i	25	i	-6	13	-1	-0.049	-0.68	0.54	-0.9	1141	-0.1	1258	23%	2.9	1.9	2.6
Cc1cc(C(F)(F)F)nn1CCCNC(=O)c1cnccn1	-1.0%	i	-9	i	-1	-7	-0.32	-0.19	0.23	0.069	5.5	1042	0.16	1298	-12%	3.5	1.2	2.8
Cc1ccc(Cc2c(C)[nH]c(=S)[nH]c2=O)cc1	0.1%	nt	nt	i	nt	nt	0.5	-0.23	0.75	-0.72	-0.7	1308	0.26	1015	-1%	nt	nt	nt
CCC(NC(=O)NCc1ccc2c(c1)OCO2)(C(F)(F)F)C(F)(F)F	-1.6%	i	6	i	-14	-4	-0.03	-0.25	0.095	0.52	1.1	1168	0.11	1229	-2%	5.5	1.9	4.1
O=C(CN1C(=O)C2C3C=CC(C4CC34)C2C1=O)Nc1cccc2ncccc12 (stereo not drawn)	-0.4%	i	-12	i	-3	-16	-0.17	-0.29	0.021	-0.13	-0.2	1492	-0.93	1417	-3%	1.5	2.0	13
Cc1csc(NC(=O)COCC(=O)O)c1-c1nc2ccccc2s1	14%	nt	nt	i	nt	nt	0.92	-0.21	0.57	-1.7	-1.5	1329	nt	nt	44%	nt	nt	nt
Clc1ccc(Cc2noc(CN3CCN(c4ccccc4)CC3)n2)c(Cl)c1	-3.9%	i	25	i	43	25	-0.78	0.054	-0.31	1	-1.1	1157	0.8	1217	11%	4.0	2.1	7.8
O=C1NC(=S)N/C1=C\c1ccc(Oc2ccc(C(F)(F)F)cc2[N+](=O)[O-])c(Cl)c1	-1.0%	nt	nt	i	nt	nt	-0.13	-0.21	0.57	0.039	-0.1	1359	-0.15	1061	31%	nt	nt	nt

3 compounds out of the list above, ordered by the value under WT yeast gro inh mutant strain, falling.
SMILES	HIV peptide binding	WT yeast gro inh mutant strain	Dynein transport	Dynein transport cytoplasmic EGFP	Dynein transport nuclear GR-EGFP	Dynein transport cell count	AID2073	MT stabilizer Hoechst-high %
Clc1ccc(Cc2noc(CN3CCN(c4ccccc4)CC3)n2)c(Cl)c1	-3.9%	25	-0.78	0.054	-0.31	1	11%	2.1
Cc1c(Br)cc(C(=O)O)c(C)c1C	1.7%	8	0.74	-0.24	0.28	-0.18	21%	1.9
CC(C)S(=O)(=O)CC(=O)c1ccc(Cl)cc1	-0.1%	7	0.61	-0.31	0.58	0.26	4%	1.6

Screening data deposited in PubChem by several laboratories.
